Source: PubChem
ALOX12 inh: blocks human arachidonate 12S-lipoxygenase; P18054; purified 12hLO, xylenol orange hydroperoxide absorbance; AID 1671190; 580,000 compounds, 1.1% hits; Potency, µM (series often up to 108 µM), for the others: top-dose activity change, negative = inhibition, usual class: inhibitors; also: potency is read from the fitted curve at half-maximal effect; % is scaled to controls: 0 for no effect and ±100 for the full control effect
Target sequence (P18054 whole entry, looked up): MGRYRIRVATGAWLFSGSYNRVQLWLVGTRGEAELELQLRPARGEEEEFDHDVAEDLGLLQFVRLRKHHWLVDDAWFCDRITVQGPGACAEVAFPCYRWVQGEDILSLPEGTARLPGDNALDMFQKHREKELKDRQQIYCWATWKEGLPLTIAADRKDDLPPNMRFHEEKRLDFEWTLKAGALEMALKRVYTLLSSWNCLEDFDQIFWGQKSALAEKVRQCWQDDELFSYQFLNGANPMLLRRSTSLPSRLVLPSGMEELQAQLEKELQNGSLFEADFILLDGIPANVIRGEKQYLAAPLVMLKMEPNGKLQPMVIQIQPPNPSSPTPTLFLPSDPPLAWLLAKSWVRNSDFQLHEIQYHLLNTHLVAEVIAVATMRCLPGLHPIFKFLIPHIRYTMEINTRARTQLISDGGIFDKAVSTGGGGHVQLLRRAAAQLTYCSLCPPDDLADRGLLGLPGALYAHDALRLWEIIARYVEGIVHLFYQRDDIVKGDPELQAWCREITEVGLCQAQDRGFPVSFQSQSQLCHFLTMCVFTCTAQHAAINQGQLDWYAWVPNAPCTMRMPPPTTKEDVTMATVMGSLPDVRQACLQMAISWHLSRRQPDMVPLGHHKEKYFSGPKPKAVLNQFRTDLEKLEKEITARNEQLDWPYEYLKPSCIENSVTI
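Purified human 12hLO (150 nM final) in 25 mM Hepes, 0.01% Triton X-100, pH 7.0 was preincubated 15 min at room temperature with compound. Then 40 uM arachidonic acid was added, 30 min. Hydroperoxide was read by Fe-XO absorbance ratio 573/405 nm.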
ERG Ets-DNA blk: ERG Ets/DNA interaction inhibition; fluorescence polarization, His-ERG Ets domain / labelled DNA; Potency, µM (top dose mostly 76.9 µM), for the others: top-dose FP activity, negative = inhibition, hits mostly inhibitors; 370,000 compounds, 0.028% hits; active = well fitted inhibition curve with a large enough effect in the polarisation, with a control signal flat; inconclusive = small, poorly fitted or top-dose-only effect, or effect the other way, or a change in a side signal; inactive = no such curve, though single readings can be large or run the other way; the % refers to the polarisation;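 also: polarization taken with two DNA probes labelled with fluorescein and Texas red; potency is read from the fitted curve at half-maximal effect; % of control where 0% means no effect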
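His-tagged ERG Ets domain (1 uM in the protein solution; 300mM KCl, 50mM Tris-HCl, 1mM EDTA, 1mM DTT, pH 7.5) received compound, then a probe mix of 5 nM fluorescein-DNA and 100nM Texas-615-DNA. Fluorescence polarization was read for both dyes.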
APE1 inh: blocks human APE1 abasic DNA cleavage. Potency, µM (top dose mostly 65.8 µM), for inactives: at the top dose activity change, negative = inhibition, hits mostly inhibitors. recombinant APE1, TAMRA/BHQ-2 abasic DNA cleavage fluorescence. AID 2517. 350,000 compounds, 0.35% hits;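 also: potency is read from the fitted curve at half-maximal effect; plate controls were vehicle for no effect and reference inhibitor for full effect; nearly all actives have a fitted effect of over 55% in size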
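Enzyme (0.75 nM final) and test compound are incubated 15 min at room temperature before adding 50 nM quenched THF abasic-site duplex. Cleavage dequenches TAMRA, followed at 525/598 nm over three reads one minute apart.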
Pol beta inh: blocks human DNA polymerase beta activity | P06746 | Pol beta primer extension/strand displacement, fluorescence kinetic | Potency, µM (series often up to 114 µM), inactives show top-dose activity change, negative = inhibition, most hits filed as inhibitors | 340,000 compounds, 1.3% hits; also: potency is read from the fitted curve at half-maximal effect; % is scaled to controls: 0 for no effect and ±100 for the full control effect
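Curves were derived by four-parameter Hill fits of normalized qHTS data. The kinetic fluorescent primer-extension read was taken at 0 and 10 min after 50 nM substrate, following a 15 min room-temperature preincubation of 10 nM enzyme with compounds.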
POLI inh: blocks human DNA polymerase iota activity; 390,000 compounds, 1% hits; Pol iota fluorescent replication assay, 10 min; Potency, µM (titrated, usually from 115 µM), for the others: top-dose activity, negative = inhibition, actives largely listed as inhibitors; Q9UNA4; also: potency is read from the fitted curve at half-maximal effect
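Fluorescent replication assay read twice, at 0 min and 10 min after adding 50 nM (final) substrate. Enzyme (10 nM) and compounds were first incubated 15 min at room temperature; enzyme-free buffer wells were negative controls.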
TRHR ag: agonists of human TRH receptor | activation, % at 2 µM | P34981 | TRHR cells, calcium flux fluo-8, FDSS agonist mode | 360,000 compounds, 0.18% hits; in the data active = activation above about 30%; also: 0% is about no effect
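Fluo-8-loaded TRHR cells; 10 s baseline, compound added, kinetic Ca2+ fluorescence read 1/s, agonist mode.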
Apoferritin bind: binds horse apoferritin like a general anesthetic | P02791 | apoferritin/1-aminoanthracene competitive binding, fluorescence | Potency, µM (doses to about 77.5 µM), without a hit: top-dose activity change, negative = displacement, usual class: inhibitors | 350,000 compounds, 0.074% hits | AID 485281; also: potency is read from the fitted curve at half-maximal effect; % is scaled to controls: 0 for no effect and ±100 for the full control effect; nearly all actives have a fitted effect of over 20% in size
Target sequence (P02791 2-175 limits assumed): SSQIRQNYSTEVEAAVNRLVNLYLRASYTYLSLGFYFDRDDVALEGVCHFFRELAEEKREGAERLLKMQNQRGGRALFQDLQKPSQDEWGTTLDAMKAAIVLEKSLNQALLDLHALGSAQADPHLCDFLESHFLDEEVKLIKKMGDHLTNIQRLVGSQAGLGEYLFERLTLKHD
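10 uM apoferritin + 50% sat. 1-AMA, PBS; cpd 10 min RT; Ex380/Em535 endpoint; normalized to free probe vs complex; 4-param Hill fit; propofol titration as pos. ctrl.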
POLK inh: blocks human DNA polymerase kappa activity; Q9UBT6; purified Pol kappa, fluorescent DNA synthesis assay, 10 min; Potency, µM (highest dose often 107 µM), inactives show at the highest dose activity, negative = inhibition, usual class: inhibitors; 400,000 compounds, 0.53% hits; also: potency is read from the fitted curve at half-maximal effect; % is scaled to controls: 0 for no effect and ±100 for the full control effect
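Kinetic fluorescence readout at 0 and 10 min followed reaction start with substrate at 50 nM final. Beforehand, enzyme (10 nM Pol kappa) stood 15 min with compound at room temperature; buffer-only wells were negative controls.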
BLM helicase inh: inhibitors of human Bloom syndrome helicase BLM | Potency, µM (highest dose often 56.1 µM), for the others: at the highest dose activity change, negative = inhibition, usual class: inhibitors | recombinant BLM DNA unwinding, fluorescence dequenching | P54132 | 350,000 compounds, 0.2% hits;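 also: potency is read from the fitted curve at half-maximal effect; plate controls were vehicle for no effect and no enzyme for full effect; nearly all actives have a fitted effect of over 35% in size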
An asterisk follows results filed as active; u = inconclusive; x = no result given; & = joins results of further samples; [ ] = remark or other dose. Unless noted, calls follow the shape of the dose curve; as a rule, active = well fitted curve in the direction sought with a large enough effect; inconclusive = small, poorly fitted or top-dose-only effect, or another doubt; inactive = no such curve, though single readings can be large; an effect the other way counts as inactive or inconclusive.

SMILES	ALOX12 inh	ERG Ets-DNA blk	APE1 inh	Pol beta inh	POLI inh	TRHR ag	Apoferritin bind	POLK inh	BLM helicase inh
Cc1cc(=O)oc2cc(OC(=O)c3ccco3)ccc12	-12.2%	-7.3%	u	45.1%	23.2%	-0.6	-3.7%	4.9%	-3.2%
CC(C)(C)c1cc(C(=O)Nc2ccc(F)cc2)n(Cc2ccc(F)cc2)n1	0.8%	3.0%	9.8%	-13.9%	12.1%	3.6	-0.8%	-9.8%	-17.6%
O=C(c1ccc(Cl)cc1)C1CCN(C(=S)Nc2ccccc2)CC1	3.7%	-4.8%	x	x	2.7%	x	x	-10.8%	x
COc1ccc(-c2noc(N3CCC(C(=O)N4CCN(c5ccccn5)CC4)CC3)n2)cc1	-0.4%	1.9%	-4.5%	-15.0%	27.2%	0.3	-16.9%	-5.1%	-1.3%
Cc1cc(CN2CCN(c3ccccc3F)CC2)cs1	u	0.0%	x	-0.8%	-11.7%	-0.2	-8.2%	-6.2%	-0.7%
CN(C)c1ccc(CNC(=O)c2ccc3c(c2)N(C)C(=O)C2CCCCN32)cc1 (centres undefined)	-9.6%	-0.5%	x	-6.7%	5.6%	-0.9	34.4%[activator]	-2.5%[60.1 µM]	-0.8%
Nc1ncncc1-c1ccc(Cl)cc1	1.0%	-3.1%	1.8%	-7.6%	32.4%[activator]	-0.2	0.3%	2.4%	0.8%
CC(C)Oc1cccc(C(=O)NC(=S)N2CCN(c3ccc(C(F)(F)F)cc3[N+](=O)[O-])CC2)c1	u	-3.2%	0.6%	-2.0%	10.7%	0.0	u	-7.2%	-9.0%
COc1ccc(/C(O)=C2/C(=O)C(=O)N(CCCN(C)C)C2c2cccnc2)cc1 (centres undefined)	x	x	-2.9%	-0.4%	x	-2.1	-7.3%	x	0.4%
O=C(Nc1ccccc1C(=O)N1CCOCC1)c1noc2c1CCCC2	-8.7%	-2.7%	0.3%	10.7%	10.8%	0.6	4.3%	-4.4%	0.6%
O=C1CC(NNC(=O)c2ccc(Br)cc2)C(=O)N1 (centres undefined)	3.8%	2.7%	7.4%	10.6%	57.4%[activator]	0.7	7.6%	6.9%	-3.2%
CC(C)CNC(=O)CC(=O)N/N=C/c1ccc(Br)cc1	8.5%	x	2.0%	13.1%	8.1%	-0.6	u	1.9%	-2.5%
O=C1CN(C(=O)COc2ccc([N+](=O)[O-])cc2Cl)c2ccccc2N1	-13.1%	3.4%	4.2%	x	28.7%	0.0	x	4.3%	x
O=C(c1cc(-c2ccncc2)nc2ccccc12)N1CCN(S(=O)(=O)/C=C/c2ccccc2)CC1	5.4%	-0.5%	-5.4%	-0.9%	-6.8%	-0.3	u	0.5%	6.7%
COc1ccc(S(=O)(=O)c2c(Nc3ccccc3F)sc(C(=O)c3cccc(OC)c3)c2N)cc1	-9.7%	0.6%	x	-9.0%	u	5.2	108.1%[activator]	-7.4%[60.1 µM]	-5.7%
Cc1ccc2c(c1)C(N1CCCC1=O)CC(c1ccco1)N2 (centres undefined)	u	-1.4%	2.0%	3.0%	-2.0%	-1.1	-12.2%	-13.2%	-0.6%
CCOc1ccccc1NC(=O)CCNS(=O)(=O)c1cccc2nonc12	-3.0%&-14.2%	-7.4%&9.6%	-2.9%	-0.4%&36.8%	38.5%&-13.3%[activator]	-0.1&-0.1	-3.8%&-9.6%	-5.1%&-10.0%	1.1%&-2.2%
COc1ccc(N2C(=O)C(CC(N)=O)N(NC(=O)c3cccc(OC)c3)C2=S)cc1 (centres undefined)	10.0%	-9.3%	1.0%	-2.5%	29.4%	0.1	-4.0%	-0.4%	-6.3%
CCOC(=O)C1(CCc2ccccc2)CCN(C(=O)c2cnc(C)cn2)CC1	9.5%	-5.6%	-3.3%	23.1%	3.7%	-0.5	-14.2%	4.0%	0.5%
O=C(CN1C(=O)COc2ccc(S(=O)(=O)Nc3ccccc3)cc21)Nc1cccc(Cl)c1	0.0%	-10.6%	x	0.1%	0.9%	0.8	-1.1%	2.6%	-3.3%

The list goes on, overlapping the part above by three compounds.
SMILES	ALOX12 inh	ERG Ets-DNA blk	APE1 inh	Pol beta inh	POLI inh	TRHR ag	Apoferritin bind	POLK inh	BLM helicase inh
COc1ccc(N2C(=O)C(CC(N)=O)N(NC(=O)c3cccc(OC)c3)C2=S)cc1 (centres undefined)	10.0%	-9.3%	1.0%	-2.5%	29.4%	0.1	-4.0%	-0.4%	-6.3%
CCOC(=O)C1(CCc2ccccc2)CCN(C(=O)c2cnc(C)cn2)CC1	9.5%	-5.6%	-3.3%	23.1%	3.7%	-0.5	-14.2%	4.0%	0.5%
O=C(CN1C(=O)COc2ccc(S(=O)(=O)Nc3ccccc3)cc21)Nc1cccc(Cl)c1	0.0%	-10.6%	x	0.1%	0.9%	0.8	-1.1%	2.6%	-3.3%
COc1ccc(C(CCN2CCOCC2)c2c(OC)cc(OC)c3c(C)cc(=O)oc23)cc1 (centres undefined)	u	-6.5%	-1.0%	3.8%	-8.6%	0.1	-2.7%	0.3%	-8.8%
COc1cc(C(C(=O)NCc2ccccc2)N(C(=O)c2snc(C(N)=O)c2N)C2CCCC2)cc(OC)c1OC (centres undefined)	-15.8%	0.3%	26.2%	22.2%	16.1%	0.0	-3.5%	0.3%	-9.0%
CCC1=NN(C(=O)CCc2ccc3c(c2)OCO3)C(O)(C(F)(F)F)C1 (centres undefined)	u	-0.1%	-1.9%	8.3%	60.1%[activator]	-0.1	-17.8%	5.8%	-6.2%
O=C(/C=C/c1ccccc1)NC(NC(=S)Nc1ccc(Cl)cc1)C(Cl)(Cl)Cl (centres undefined)	u	12.8%	-1.4%	17.3%	15.3%	0.6	u	-2.2%	-1.1%
C=C1c2cccc(C(F)(F)F)c2O[C@H](C(=O)OCC)[C@H]1OC	u	-4.0%	27.3%	x	19.6%	x	x	7.7%	x
Cc1cc(C)cc(NC(=O)Nc2cccnc2)c1	-2.5%	-4.4%	55.0%[activator]	-18.0%	0.7%	-0.5	-3.8%	-13.8%	-5.0%
O=C(Cc1ccc([N+](=O)[O-])cc1)c1ccccc1	u	17.1%	x	x	6.7%	x	x	-3.4%	x
CC(=O)Nc1sc2c(c1C#N)CCC(C)C2 (centres undefined)	-28.8%	-12.6%	2.6%	32.0%	u	-0.6	-17.6%	2.4%	0.2%
O=C1CCCc2ccccc2N1Cc1cccc(Cl)c1	0.0%	-2.1%	-3.2%	21.8%	17.0%	-1.1	u	-18.0%	-3.7%
Nn1c(SCC(=O)Nc2ccc3c(c2)OCO3)nnc1-c1ccncc1	0.0%	-7.3%	3.7%	1.4%	18.1%	-0.2	-15.4%	-4.3%	-0.9%
CN(CC(=O)Nc1cccc2c1CCCC2)S(=O)(=O)c1ccccc1	-10.0%	-1.3%	9.7%	40.4%	2.1%	0.7	-8.1%	-21.5%	-3.5%
O=C(NC1CCCCC1)N1CCCC(c2nc(-c3ccc(S(=O)(=O)N4CCCC4)cc3)no2)C1 (centres undefined)	0.4%	-3.9%	-3.2%	7.3%	14.4%	-0.2	-8.1%	-8.3%	-0.7%
O=S(=O)(Nc1ccc2c(c1)CCC2)c1cccs1	-5.1%	5.0%	-1.0%	-8.3%	9.9%	-1.8	11.2µM*	-15.1%	-6.5%
C[C@@]12C(=O)N(CC3CCCO3)CC(=O)N1[C@H]1c3ccccc3OC[C@@H]1[C@@H]2c1ccccc1 (some centres undefined)	-5.6%	2.6%	2.2%	x	3.3%	0.3	x	-19.3%	x
CCOC(=O)c1cnn(CC2CCCCC2)c1N	u	6.1%	-8.1%	1.9%	-3.0%	-0.7	u	1.3%	-1.2%
S=C(NCCN1CCOCC1)Nc1ccc(Cl)c(Cl)c1	u	-5.6%	-2.5%	-9.7%	16.5%	1.0	-7.2%	-4.4%	0.1%
COn1c(-c2ccccc2)c(C=O)c2ccccc21	0.0%	5.0%	-4.1%	24.8%	113.5%[activator]	-0.2	-11.7%	-8.0%	-3.7%
COc1ccc(NC(=O)N(CCCN2CCOCC2)Cc2cccnc2)c(OC)c1	-8.7%	0.6%	x	x	-9.8%	x	x	-18.0%	x
O=C(CSc1ccc(-c2ccccn2)nn1)NC1CCCCC1	10.9%	5.2%	25.3%	14.1%	91.8%[activator]	0.3	-7.4%	2.9%	-3.5%
Cc1c(C(=O)OC2CCC(C)CC2)[nH]c2c1C(=O)CC(c1ccc(N(C)C)cc1)C2 (centres undefined)	-3.7%	0.5%	x	1.4%	11.4%	0.4	-9.2%	0.0%	-2.3%
CC(C)OCCCn1c(=S)[nH]c2cc3c(cc2c1=O)OCO3	-15.0%	2.7%	-0.6%	3.4%	17.2%	-0.5	-7.2%	-5.4%	-4.8%
NNC(=O)C1CCCN1S(=O)(=O)c1ccc(Cl)cc1 (centres undefined)	1.3%	1.9%	2.1%	-1.3%	29.4%	-0.1	u	3.5%	3.4%
O=C(CC12CC3CC(CC(C3)C1)C2)N/N=C/c1ccncc1	-10.9%	2.6%	11.0%	40.4%	8.8%	0.6	-1.6%	-23.8%	1.4%
Cc1ccc(NC(=O)c2c(C)noc2C)cc1	0.0%	-0.8%	0.5%	15.2%	9.2%	-0.3	-8.0%	-5.2%	2.1%
Cc1ccc(S(=O)(=O)CNC(=O)c2ccccc2)cc1	-7.3%	-1.3%	-8.6%	6.3%	-6.9%	-1.0	1.1%	-7.6%	6.6%
Cc1ccc(CNC(=O)c2ccc([N+](=O)[O-])o2)cc1	0.0%	-5.4%	-2.6%	22.1%	18.2%	0.1	-14.1%	-6.3%	-0.2%
CCOc1ccccc1NC(=O)c1cc(S(=O)(=O)NCc2ccco2)ccc1F	-12.4%	6.5%	-8.8%	3.9%	2.2%	0.9	-5.0%	3.3%	-8.0%
COCCn1c(Cc2ccccc2)nnc1SCC(=O)Nc1oc(C)c2c(C)n[nH]c(=O)c12	-2.7%	-10.7%	25.1%	x	-11.7%	0.2	x	-3.0%	x

Only part of the results is shown (hit frequency here may not be typical).
